S-ASM inh: human S-ASM enzyme inhibition; actives 0.006% (n = 340,000); placental ASM, HMU-PC fluorogenic substrate, 60 min; Potency, µM (titrated, usually from 57.5 µM), without a hit: at the highest dose activity change, negative = inhibition, hits mostly inhibitors; AID 504937; P17405; also: potency is read from the fitted curve at half-maximal effect
Target sequence (P17405 47-631 limits assumed): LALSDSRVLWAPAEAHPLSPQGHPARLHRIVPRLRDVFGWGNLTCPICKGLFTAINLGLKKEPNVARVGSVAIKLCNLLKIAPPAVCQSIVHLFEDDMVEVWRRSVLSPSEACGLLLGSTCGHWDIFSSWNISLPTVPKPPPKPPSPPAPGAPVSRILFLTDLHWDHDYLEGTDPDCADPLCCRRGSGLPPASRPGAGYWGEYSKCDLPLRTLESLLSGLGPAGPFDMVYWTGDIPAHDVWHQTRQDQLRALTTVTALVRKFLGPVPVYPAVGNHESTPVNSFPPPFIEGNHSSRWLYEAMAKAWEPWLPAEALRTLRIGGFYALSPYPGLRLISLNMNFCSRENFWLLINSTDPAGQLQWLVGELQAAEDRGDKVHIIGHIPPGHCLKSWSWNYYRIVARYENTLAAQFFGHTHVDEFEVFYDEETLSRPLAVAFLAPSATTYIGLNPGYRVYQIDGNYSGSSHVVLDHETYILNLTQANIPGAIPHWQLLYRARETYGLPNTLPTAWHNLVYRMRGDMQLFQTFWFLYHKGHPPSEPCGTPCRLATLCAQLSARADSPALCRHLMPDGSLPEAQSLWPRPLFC
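qHTS format. ASM enzyme prepared from human placenta hydrolyses the fluorogenic substrate HMU-PC0 (9 uM final) over 60 min at 37 °C after a 10 min compound preincubation.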
Menin MLL FP TR: menin-MLL binding inhibition, Texas Red mutant peptide | O00255 | Menin + Texas Red MLL mutant peptide, fluorescence polarization | Potency, µM (titrated, usually from 61.6 µM), for the others: at the highest dose FP activity change, negative = inhibition, actives largely listed as inhibitors | actives 0.23% (n = 270,000); active = well fitted inhibition curve with a large enough effect in the polarisation, with a control signal flat, not every such curve was filed as active; inconclusive = small, poorly fitted or top-dose-only effect, or effect the other way, or a change in a side signal; inactive = no such curve, though single readings can be large or run the other way; the % refers to the polarisation; also: potency is read from the fitted curve at half-maximal effect; % of control where 0% means no effect; many of its hits are not listed in these tables
a7 integrin act: activates integrin-mediated alleviation for muscular dystrophy | alpha7betagal myoblasts, beta-gal FDG fluorescence, 48 h | Potency, µM (doses to about 38.3 µM), without a hit: at the top dose activation, actives largely listed as activators | actives 0.064% (n = 350,000) | AID 624291;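 also: potency is read from the fitted curve at half-maximal effect; 100% = response of the positive control SU9516; nearly all actives have a fitted effect of over 60% in size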
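Alpha7betagal+/- myoblasts (passage 13) were plated 16-24 hr, then exposed to compounds (1:260 dilution of DMSO stock) for 48 hours at 37C. After MPER lysis, β-galactosidase reporter activity was read as FDG fluorescence (ex 480/em 540) after 30 minutes.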
FBPA coupling cs: coupling enzyme interference in Giardia aldolase counter-screen; coupling enzyme system counterscreen, AmpLite Red fluorescence; activity change, negative = inhibition, % at 58.2 µM, hits read low; actives 0.67% (n = 290,000); AID 2472; in the data active = activity change below about -30%; also: % is scaled to controls: 0 for no effect and ±100 for the full control effect
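Coupling enzymes only (glyceraldehyde-3-phosphate) + compound, at 57.5 uM final, 10 min RT; add substrate/coupling/AmpLite Red mix, 20 min RT; fluorescence ex 525/em 598 nm. Actives flag coupling-system interference.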
GALK inh: galactokinase (human) inhibition | P51570 | Purified GALK, Kinase-Glo residual ATP luminescence | Potency, µM (doses to about 57.5 µM), without a hit: at the highest dose activity change, negative = inhibition, most hits filed as inhibitors | actives 0.007% (n = 270,000) | AID 1868; also: potency is read from the fitted curve at half-maximal effect; % is scaled to controls: 0 for no effect and ±100 for the full control effect
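The enzyme phosphorylates galactose (100 uM) using ATP (35 uM); inhibition is detected as higher residual ATP, quantified by bioluminescence after 1 h reaction at room temperature, pH 8.0.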
BCR signal inh: blocks chronic active B-cell receptor signaling; ABC-DLBCL IkBa-CBG/CBR reporter, luminescence ratio, 4 h; Potency, µM (top dose mostly 46.1 µM), without a hit: at the top dose ratio change, negative = lower green/red ratio, hits mostly inhibitors; actives 0.05% (n = 340,000); AID 493014; active = well fitted inhibition curve with a large enough effect in the signal ratio, with a control signal flat, not every such curve was filed as active; inconclusive = small, poorly fitted or top-dose-only effect, or effect the other way, or a change in a side signal; the % refers to the signal ratio;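 also: potency is read from the fitted curve at half-maximal effect; plate controls were basal doxycycline-induced cells for no effect and cells given 10 µM MG132 for full effect; MG132 reads +100%, hits lower the ratio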
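Concentration-response series (up to 46 uM) were applied to TMD8 dual-reporter cells for 4 h at 37C with doxycycline. Green/red ratio, after filter-overlap correction, defined %Activity; red signal alone was normalised to basal cells and zero luminescence.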
PKM2 act: PKM2 (human) enzyme activation | Potency, µM (top dose mostly 57.5 µM), for the others: at the top dose activation, most hits filed as activators | AID 1631 | actives 0.34% (n = 260,000) | purified PKM2, Kinase-Glo ATP luminescence, activation; response scale: 0% is enzyme alone, no compound | P14618; also: potency is read from the fitted curve at half-maximal effect; % is scaled to controls: 0 for no effect and ±100 for the full control effect; nearly all actives have a fitted effect of over 55% in size
Target sequence (P14618 whole entry, looked up): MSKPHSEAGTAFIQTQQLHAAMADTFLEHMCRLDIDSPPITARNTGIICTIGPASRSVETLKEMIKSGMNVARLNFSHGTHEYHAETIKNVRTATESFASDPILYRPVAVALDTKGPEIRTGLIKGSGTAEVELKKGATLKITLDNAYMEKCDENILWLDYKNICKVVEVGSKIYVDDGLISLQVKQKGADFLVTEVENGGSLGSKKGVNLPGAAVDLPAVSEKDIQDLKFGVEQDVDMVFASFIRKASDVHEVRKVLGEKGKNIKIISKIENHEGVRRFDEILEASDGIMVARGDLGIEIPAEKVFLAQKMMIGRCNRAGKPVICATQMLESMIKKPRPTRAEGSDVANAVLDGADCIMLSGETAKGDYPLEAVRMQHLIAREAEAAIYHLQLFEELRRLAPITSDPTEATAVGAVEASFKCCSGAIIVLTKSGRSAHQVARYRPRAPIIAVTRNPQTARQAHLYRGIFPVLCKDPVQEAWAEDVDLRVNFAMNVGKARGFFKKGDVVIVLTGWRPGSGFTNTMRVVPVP
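hPK-M2, >95% pure; 0.1 mM ADP / 0.5 mM PEP final; imidazole pH7.2 buffer w/ 7 mM MgCl2, 50 mM KCl; 1 h RT; Kinase-Glo lum. Intermediate enzyme activity for dual inhibitor/activator qHTS.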
Giardia kill: kills Giardia lamblia; activity change, % at 7.66 µM, hits read low; Giardia lamblia trophozoite viability; actives 0.15% (n = 340,000); AID 540267; in the data active = activity change below about -80%; inconclusive = between about -30% and that limit;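 also: parasites exposed to compound for two days anaerobically before the ATP read; % is scaled to controls: 0 for no effect and ±100 for the full control effect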
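Trophozoites 100 cells/well + cpd; 48 hrs, 37 deg C, anaerobic. ATPLite 1-Step added, 15-30 min RT, luminescence read (ATP-based viability).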
B2AR arrestin: beta2AR (human) beta-arrestin recruitment activity; actives 0.02% (n = 330,000); beta-arrestin recruitment to beta2AR, cell-based reporter; Potency, µM (series often up to 46.1 µM), inactives show top-dose activation, actives largely listed as activators; P07550; AID 492947;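 also: potency is read from the fitted curve at half-maximal effect; 0% = DMSO controls and full agonism = EC100 isoproterenol or metaproterenol; nearly all actives have a fitted effect of over 65% in size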
TSG101-PTAP inh: blocks PTAP/TSG101 interaction to inhibit HIV-1 budding. AID 493005. Potency, µM (doses to about 115 µM), without a hit: at the top dose activity change, negative = inhibition, most hits filed as inhibitors. Fluorescence polarization, FITC-PTAP peptide / Tsg101 binding. 340,000 tested, under 10 active. Q99816; active = well fitted inhibition curve with a large enough effect in the main read-out, with a control signal flat, not every such curve was filed as active; inconclusive = small, poorly fitted or top-dose-only effect, or effect the other way, or a change in a side signal; inactive = no such curve, though single readings can be large or run the other way; also: potency is read from the fitted curve at half-maximal effect; % of control where 0% means no effect
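FP read-out: FITC-PTAP peptide, 50 nM final, binding Tsg101 binding domain, 10 uM final; 20 min, r.t.; 10 mM HEPES pH 7.5, 0.15 M NaCl, 0.01% Tween 20, 3 mM EDTA, 0.1 mM TCEP.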
Tb PFK inh: inhibitors of T. brucei phosphofructokinase; Potency, µM (titrated, usually from 57.5 µM), inactives show at the highest dose activity, negative = inhibition, actives largely listed as inhibitors; actives 0.17% (n = 330,000); O15648; T. brucei PFK, ADP-Glo luminescence;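 also: potency is read from the fitted curve at half-maximal effect; 0% = uninhibited 1x PFK enzyme wells and -100% = no-enzyme wells; nearly all actives have a fitted effect of over 60% in size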
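PFK 1.25 nM, F6P 0.5 mM, ATP 0.1 mM, 0.1 M TEA pH 8.0, 5 mM MgCl2, 0.01% Tween20, 0.1% BSA; 45 min RT. ADP-Glo readout. qHTS titration up to 57 uM; curves fitted, compounds curve-classed.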
Numbers without * were called inactive; ? = inconclusive; . = no result given; [ ] = remark or other dose. Unless noted, calls follow the shape of the dose curve; as a rule, active = well fitted curve in the direction sought with a large enough effect; inconclusive = small, poorly fitted or top-dose-only effect, or another doubt; inactive = no such curve, though single readings can be large; an effect the other way counts as inactive or inconclusive.

Sequence of screens – S-ASM inh	Menin MLL FP TR	a7 integrin act	FBPA coupling cs	GALK inh	BCR signal inh	PKM2 act	Giardia kill	B2AR arrestin	TSG101-PTAP inh	Tb PFK inh
1. O=C(COC(=O)CCCN=C1NS(=O)(=O)c2ccccc21)NC(=O)NC1CCCC1
  -2%	9%	1%	-1	0%	-20%	-4%	-1	-0.2%	-1%	-2%
2. COc1ccc(C(OC(=O)c2ccco2)C(=O)NC(C)(C)C)cc1 (stereo unspecified)
  -2%	2%	53%	4	-3%	1%	0%	27	-0.2%	1%	-1%
3. Cc1ccc(S(=O)(=O)N/N=C/c2cc([N+](=O)[O-])ccc2O)cc1[N+](=O)[O-]
  -8%	?	-3%	1	4%	7%	-2%	6	-0.3%	-2%	-4%
4. O=C(Cn1cnc2c(nnn2Cc2ccccc2F)c1=O)OCc1ccccc1
  0%	-2%	19%	0	-1%	?	-5%	8	-0.9%	0%	0%
5. Cc1ccc(N(CC(=O)N2CCn3c2nc2ccccc23)S(=O)(=O)c2c(C)n[nH]c2C)cc1
  -7%	-23%	9%	1	-1%	3%	-1%	-2	-0.7%	-6%	2%
6. COc1ccc(S(=O)(=O)CC2(O)CCN(C(=O)C(C)(C)C)CC2)cc1
  2%	-2%	-16%	-2	2%	-1%	9%	-16	-0.1%	1%	-3%
7. CCN(CC)CCNC(=O)c1cc(-c2ccco2)nc2ccccc12
  458%[activator]	-3%	?	0	1%	1%	2%	1	0.2%	-9%	3%
8. O=C(c1cccc(Br)c1)c1cn(-c2ccccc2)nc1C(=O)c1ccccc1
  -2%	-8%	-22%	0	2%	1%	-5%	-9	-0.3%	-1%	-1%
9. CN(C)S(=O)(=O)c1ccc(NC(=O)CNc2cc(S(=O)(=O)N3CCCC3)ccc2OCC(F)(F)F)cc1
  9%	28%	-8%	-1	-3%	-1%	-1%	20	0.0%	0%	0%
10. O=C(CN1CCN(Cc2ccccc2)CC1)Nc1ccc(S(=O)(=O)N2CCOCC2)cc1
  4%	5%	2%	5	0%	6%	6%	-20	-0.5%	-1%	0%
11. COc1ccc(S(=O)(=O)CCC(=O)NC2CCCCC2)cc1
  -16%	-25%	3%	0	0%	0%	2%	-6	-0.3%	-3%	-6%
12. O=Cc1cn[nH]c1-c1cccc([N+](=O)[O-])c1
  1%	11%	16%	1	2%	1%	2%	5	-0.4%	2%	-7%
13. CC1(C)CC(NC(=O)CSc2ccccc2)CC(C)(C)N1
  -1%	13%	21%	4	-1%	1%	-1%	23	0.1%	-5%	0%
14. CCC1CCCCN1C(=S)NCc1ccccc1 (stereo unspecified)
  -2%	-9%	?	3	-1%	-10%	-21%	5	-0.6%	-2%	1%
15. CC1(C)C2CCC1(C)C(OC(=O)c1ccc(O)cc1)C2 (stereo unspecified)
  -7%	26%	-45%	7	5%	?	3%	-14	-0.7%	-5%	1%
16. Cc1cc(OCc2cn3cccnc3n2)ccc1Cl
  10%	-13%	23%	0	-4%	1%	10%	2	-1.5%	-7%	-20%
17. O=c1[nH]c2cccnc2n1Cc1ccccc1
  2%	.	-20%	0	-1%	?	-16%	-15	0.3%	-4%	-8%
18. O=C(O)COc1ccc2oc3c(c2c1)CCCC3
  4%	-1%	16%	12	-2%	16%	-5%[11.5 µM]	-8	-1.0%	-7%	0%
19. Cc1cc([N+](=O)[O-])nn1CC(=O)N1CCCc2ccccc21
  2%	-1%	6%	-3	0%	0%	-17%	0	0.3%	-4%	0%
20. CN(CCn1ccnc1)Cc1cn(-c2ccccc2)nc1-c1ccc2c(c1)OCO2
  3%	-19%	13%	0	-1%	-1%	1%	-13	0.2%	2%	5%
21. COc1ccc(-c2cc(C(F)(F)F)n3nc(C(=O)N4CCOCC4)c(Cl)c3n2)cc1
  61%[activator]	8%	14%	4	-2%	2%	4%	-9	-0.5%	-2%	2%
22. CCOc1ccc(CCNC(=O)CCc2nc(-c3ccc(C)cc3)no2)cc1OCC
  0%	18%	-21%	1	1%	4%	-1%	-7	-0.5%	-4%	-2%
23. O=C(Nc1nc2c(s1)CCCC2=O)c1cnccn1
  -3%	17%	-15%[7.66 µM]	-1	0%	-9%	-25%	6	-0.1%	-9%	-1%
24. Brc1ccc(C2=CC(c3ccco3)n3ncnc3N2)cc1 (stereo unspecified)
  29%	7%	-6%	0	0%	-10%	4%	0	-0.1%	?	-2%
25. COc1ccc([C@H](C)NC[C@H](O)c2ccc(O)c(NC=O)c2)cc1
  2%	-2%	.	0	-2%	-1%	-3%	-5	18µM*	-1%	2%
26. CCOc1ccc(CN(C)C(=O)CNC(=O)c2cc(OC)c(OC)c(OC)c2)cc1
  5%	-19%	20%	3	-3%	-6%	.	-4	0.5%	-4%	0%
27. O=C(O)c1cc(Cl)c(Cl)cc1C(=O)Nc1cccnc1
  .	10%	.	-4	5%	1%	1%	.	?	.	3%
28. O=C(c1ccc(S(=O)(=O)N2CCCCC2)cc1)N(c1ccccn1)C1CCCCC1
  3%	.	3%	1	6%	-21%	0%	-6	-0.1%	-4%	-2%
29. O=C(COc1ccc(S(=O)(=O)Nc2ccccc2)cc1)N1CCOCC1
  0%	0%	12%	0	2%	-5%	10%	-19	0.0%	1%	-10%
30. Nc1cccc2c1C(=O)N(C(=O)/C=C/c1cccc(Br)c1)C2=O
  105%[activator]	.	-49%	4	-13%	?	2%	36[activator]	5.1%	-4%	-2%

5 entries from above, in markdown.
| no. | Compound | S-ASM inh | Menin MLL FP TR | a7 integrin act | FBPA coupling cs | GALK inh | BCR signal inh | PKM2 act | Giardia kill | B2AR arrestin | TSG101-PTAP inh | Tb PFK inh |
| --- | --- | --- | --- | --- | --- | --- | --- | --- | --- | --- | --- | --- |
| 28 | O=C(c1ccc(S(=O)(=O)N2CCCCC2)cc1)N(c1ccccn1)C1CCCCC1 | 3% | . | 3% | 1 | 6% | -21% | 0% | -6 | -0.1% | -4% | -2% |
| 25 | COc1ccc([C@H](C)NC[C@H](O)c2ccc(O)c(NC=O)c2)cc1 | 2% | -2% | . | 0 | -2% | -1% | -3% | -5 | 18µM* | -1% | 2% |
| 29 | O=C(COc1ccc(S(=O)(=O)Nc2ccccc2)cc1)N1CCOCC1 | 0% | 0% | 12% | 0 | 2% | -5% | 10% | -19 | 0.0% | 1% | -10% |
| 27 | O=C(O)c1cc(Cl)c(Cl)cc1C(=O)Nc1cccnc1 | . | 10% | . | -4 | 5% | 1% | 1% | . | ? | . | 3% |
| 30 | Nc1cccc2c1C(=O)N(C(=O)/C=C/c1cccc(Br)c1)C2=O | 105%[activator] | . | -49% | 4 | -13% | ? | 2% | 36[activator] | 5.1% | -4% | -2% |

The list continues:
Sequence of screens – S-ASM inh	Menin MLL FP TR	a7 integrin act	FBPA coupling cs	GALK inh	BCR signal inh	PKM2 act	Giardia kill	B2AR arrestin	TSG101-PTAP inh	Tb PFK inh
31. O=C(NCc1ccco1)c1cc(-c2cccs2)on1
  -1%	-1%	4%	3	-2%	?	-2%	-2	-0.8%	-4%	-4%
32. CCc1ccc(S(=O)(=O)n2c(C)nc3ccccc32)cc1
  0%	5%	27%	0	0%	2%	-5%	1	-0.2%	-3%	-4%
33. COc1ccc(S(=O)(=O)/C(C#N)=C/Nc2cccc(OC)c2)cc1
  2%	?	15%	0	.	-1%	.	7	0.0%	-4%	6%
34. CC(Oc1ccc(Cl)cc1Cl)C(=O)Nc1ccc(N2CCN(C)CC2)cc1 (stereo unspecified)
  -2%	-12%	-54%	4	-4%	0%	5%	13	-0.3%	-8%	-10%
35. COc1ccccc1N(C)S(=O)(=O)c1ccc(C)c(C(=O)NCc2ccccn2)c1
  6%	.	13%	.	.	-2%	.	-5	0.3%	-4%	-6%
36. CCOC(CNC(=O)C(=O)NCC(c1ccco1)N1CCN(c2ccc(OC)cc2)CC1)OCC (stereo unspecified)
  3%	-23%	7%	0	9%	-3%	-3%	-3	0.5%	-2%	-3%
37. Cn1c(=O)c2c(nc(SCC(=O)N3CCCCCC3)n2C)n(C)c1=O
  4%	12%	-21%	0	-3%	?	1%	4	0.4%	-3%	5%
38. CSc1nc(-c2ccco2)nn1C(=O)CCc1ccccc1
  -2%	12%	6%	0	3%	-1%	-8%	10	-1.1%	-4%	-4%
39. O=C(c1cccs1)N1CCN(C(=O)C2CCCO2)CC1 (stereo unspecified)
  -1%	25%	-15%	0	0%	-5%	24%	-13	-0.3%	-6%	1%

Assay outcomes as filed in PubChem.

A portion of the library, so the mix of outcomes need not match the whole.
